D2 antagonist: antagonizes the human D2 dopamine receptor; P14416; HEK293 TREx D2 cells, calcium flux, dopamine EC80; inhibition, % at 10 µM; 2% of 340,000 active; AID 485344; in the data active means inhibition above about 30%; further: 0% is about no effect
Target sequence (P14416 whole entry, looked up): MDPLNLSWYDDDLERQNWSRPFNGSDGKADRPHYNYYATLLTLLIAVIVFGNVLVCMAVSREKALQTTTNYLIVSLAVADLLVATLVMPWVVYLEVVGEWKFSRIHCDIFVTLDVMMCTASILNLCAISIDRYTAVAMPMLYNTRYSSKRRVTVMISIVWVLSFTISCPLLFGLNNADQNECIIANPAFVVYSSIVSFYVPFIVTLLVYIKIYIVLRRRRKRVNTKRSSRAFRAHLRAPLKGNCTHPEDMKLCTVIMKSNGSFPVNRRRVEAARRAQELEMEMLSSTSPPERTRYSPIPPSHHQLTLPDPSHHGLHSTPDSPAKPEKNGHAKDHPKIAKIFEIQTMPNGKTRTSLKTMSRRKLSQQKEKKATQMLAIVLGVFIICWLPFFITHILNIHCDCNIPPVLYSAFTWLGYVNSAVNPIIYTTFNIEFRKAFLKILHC
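HEK293 T-REx D2 cells, tet-induced, calcium dye no-wash. Cpd pintool add, 180 s kinetic, then EC80 DA, 180 s kinetic. Ca flux read.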
ERG-DNA inh: ERG Ets/DNA interaction inhibition; P11308; fluorescence polarization, His-ERG Ets domain / labelled DNA; Potency, µM (series often up to 76.9 µM), for inactives: top-dose FP activity, negative = inhibition, usual class: inhibitors; 0.028% of 370,000 active; AID 624246; active means well fitted inhibition curve with a large enough effect in the polarisation, with a control signal flat; inconclusive means small, poorly fitted or top-dose-only effect, or effect the other way, or a change in a side signal; inactive means no such curve, though single readings can be large or run the other way; the % refers to the polarisation;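 further: polarization taken with two DNA probes labelled with fluorescein and Texas red; potency means the concentration at half of the fitted maximal effect; % of control where 0% means no effect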
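His-tagged ERG Ets domain (1 uM in the protein solution; 300mM KCl, 50mM Tris-HCl, 1mM EDTA, 1mM DTT, pH 7.5) received compound, then a probe mix of 5 nM fluorescein-DNA and 100nM Texas-615-DNA. Fluorescence polarization was read for both dyes.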
Vif-A3G inh: Vif-A3G binding inhibition | Q9HC16 | HeLa A3G-eYFP + Vif (tagged APOBEC3G with the HIV-1 protein that degrades it), YFP fluorescence, overnight | Potency, µM (doses to about 46.1 µM), for inactives: top-dose activity, negative = active, hits mostly inhibitors | 0.076% of 410,000 active;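 further: potency means the concentration at half of the fitted maximal effect; on the % scale 0 is the no-effect control and ±100 the full control effect; nearly all actives have a fitted effect of over 60% in size; hits raise eYFP signal because A3G escapes Vif-driven loss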
Target sequence (Q9HC16 whole entry, looked up): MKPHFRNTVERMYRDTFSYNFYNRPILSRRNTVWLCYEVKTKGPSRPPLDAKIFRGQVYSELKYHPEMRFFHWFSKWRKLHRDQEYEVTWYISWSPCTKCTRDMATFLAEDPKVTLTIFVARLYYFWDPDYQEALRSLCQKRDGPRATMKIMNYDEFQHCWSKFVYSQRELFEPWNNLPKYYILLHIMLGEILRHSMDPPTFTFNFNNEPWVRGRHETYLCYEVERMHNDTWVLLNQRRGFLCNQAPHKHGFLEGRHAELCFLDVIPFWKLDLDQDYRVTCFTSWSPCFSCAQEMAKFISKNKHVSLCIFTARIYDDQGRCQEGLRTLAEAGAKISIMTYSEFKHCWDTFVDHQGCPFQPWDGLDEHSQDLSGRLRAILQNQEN
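HeLa cells stably expressing Vif and C-terminally eYFP-tagged A3G, seeded overnight at 37 deg C, then exposed to compound by pintool overnight at 37 deg C. Rise in yellow fluorescence (Ex 488/Em 500-530, Acumen) marks blocked Vif-driven A3G degradation.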
LDHA block: inhibitors of human lactate dehydrogenase A. P00338. purified LDHA, NADH/diaphorase-resazurin fluorescence; stronger effect = lower value. activity change, % (values are at about 110 or 230 µM). 0.15% of 480,000 active; in the data active means activity change below about -30%; inconclusive means mostly about -25% to -30%;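 further: plate controls were DMSO wells for no effect and wells without enzyme for full effect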
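Enzyme activity of human lactate dehydrogenase 5 (2 nM; 0.06 mM NADH, 0.2 mM pyruvate, 5 min, RT) is measured via a resazurin/diaphorase fluorescence readout of residual NADH.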
ALOX12 inh: blocks human arachidonate 12S-lipoxygenase. purified 12hLO, xylenol orange hydroperoxide absorbance. Potency, µM (top dose mostly 108 µM), inactives show at the top dose activity change, negative = inhibition, hits mostly inhibitors. AID 1671190. P18054. 1.1% of 580,000 active; further: potency means the concentration at half of the fitted maximal effect; on the % scale 0 is the no-effect control and ±100 the full control effect
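Purified human 12hLO at 150 nM in 25 mM Hepes, 0.01% Triton X-100, pH 7.0, preincubated 15 min at room temperature with compound. Reaction started with 40 uM arachidonic acid, 30 min at room temperature. Hydroperoxide measured by Fe-xylenol orange, 573/405 nm absorbance ratio.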
GRP78 ERSR act: ER stress response induction in glioma | U87-MG GRP78 promoter luciferase reporter, 16 h | Potency, µM, for the others: at the top dose activation, actives largely listed as activators | 0.02% of 420,000 active | AID 602332; further: potency means the concentration at half of the fitted maximal effect; series mostly up to about 76 µM; % of control where 0% means no effect; nearly all actives have a fitted effect of over 35% in size
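ERSR induction read as luciferase luminescence (Bright-Glo, 10 min at room temperature) in stably transfected human U87-MG glioma cells exposed to compounds for 16 h, using GRP78 as sensor.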
D2 ag: activates the human D2 dopamine receptor | HEK293 T-REx D2 cells, calcium flux agonist mode | activation, % at 2 µM | 0.53% of 340,000 active | AID 485358;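 active means activation over 3 SD above normal in the single-dose calcium agonist read, cut at about 30% in these data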; further: 0% is about no effect
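Agonism scored from kinetic calcium signal (1 read/sec, 180 s) following compound pin transfer, after a 10 s baseline. Cells: HEK293 Trex line expressing inducible D2 receptor coupled to calcium, dye-loaded after overnight culture at 30 C.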
Vif-A3F inh: inhibitors of Vif-A3F interaction. Potency, µM (doses to about 46.1 µM), without a hit: at the highest dose activity, negative = active. HeLa A3F-eYFP + Vif (tagged APOBEC3F with the HIV-1 protein that degrades it), YFP fluorescence increase. 0.2% of 390,000 active; further: potency means the concentration at half of the fitted maximal effect; % of control where 0% means no effect; nearly all actives have a fitted effect of over 65% in size
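HeLa cells stably expressing A3F-eYFP plus Vif, plated and incubated overnight at 37 deg C, then exposed to compounds overnight at 37 deg C. Blocked degradation read as raised yellow fluorescence (Ex 488/Em 500-530).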
RGS4 inh: inhibitors of human regulator of G protein signaling 4. Transcreener GDP fluorescence polarization, RGS4-accelerated GTP hydrolysis. Potency, µM (doses to about 114 µM), for the others: at the top dose activity change, negative = inhibition, actives largely listed as inhibitors. 0.039% of 390,000 active; further: potency means the concentration at half of the fitted maximal effect; on the % scale 0 is the no-effect control and ±100 the full control effect; nearly all actives have a fitted effect of over 75% in size; some results filed as inactive show a strong effect at the top dose
Target sequence (P49798 whole entry, looked up): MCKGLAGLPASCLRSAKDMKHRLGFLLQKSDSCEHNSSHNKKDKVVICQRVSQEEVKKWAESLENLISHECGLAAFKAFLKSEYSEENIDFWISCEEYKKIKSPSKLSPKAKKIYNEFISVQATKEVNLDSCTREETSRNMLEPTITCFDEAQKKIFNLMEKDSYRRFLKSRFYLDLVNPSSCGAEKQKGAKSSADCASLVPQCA
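MLSMR compounds (23 nl, pin-transferred) preincubated 10 min at room temperature with a 500nM (2x) first reagent, then RGS4 at 900nM (2x) plus Transcreener GDP mix added; fluorescence polarization (620/688 nm) read before and after 90 min at 30 °C.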
Active calls of the source: *; ? = inconclusive; . = not tested or not shown; & = joins results of further samples; [ ] = remark or other dose. Unless noted, the call rests on the fitted dose curve; in most records, active means well fitted curve in the direction sought with a large enough effect; inconclusive means small, poorly fitted or top-dose-only effect, or another doubt; inactive means no such curve, though single readings can be large; an effect the other way counts as inactive or inconclusive.

Start of the data: the first 4 entries, to show the layout:
SMILES	D2 antagonist	ERG-DNA inh	Vif-A3G inh	LDHA block	ALOX12 inh	GRP78 ERSR act	D2 ag	Vif-A3F inh	RGS4 inh
CC1(C)CC(NC(=O)C23CCC(C)(C2Br)C3(C)C)CC(C)(C)N1 (stereo not given)	1	-2%	-3%	5	-8%	3%	0.0	-8%	-11%
Cc1cccnc1NC(=O)CSc1nnc(CNC(=O)c2cccc([N+](=O)[O-])c2)n1C	0	18%	2%	0	-8%	-4%	-0.3	7%	-10%
Cc1ccc(S(=O)(=O)Nc2nc(CN3CCOCC3)nc3sc(C(=O)O)c(C)c23)cc1	.	.	0%	-1	?	-3%	.	2%	.
O=C(Nc1c(F)cc(F)cc1Br)c1cc(-c2ccc(O)cc2)on1	16	-7%	-8%	1	-20%	8%	-1.9	3%	-8%

This part in full (from the top)
SMILES	D2 antagonist	ERG-DNA inh	Vif-A3G inh	LDHA block	ALOX12 inh	GRP78 ERSR act	D2 ag	Vif-A3F inh	RGS4 inh
CC1(C)CC(NC(=O)C23CCC(C)(C2Br)C3(C)C)CC(C)(C)N1 (stereo not given)	1	-2%	-3%	5	-8%	3%	0.0	-8%	-11%
Cc1cccnc1NC(=O)CSc1nnc(CNC(=O)c2cccc([N+](=O)[O-])c2)n1C	0	18%	2%	0	-8%	-4%	-0.3	7%	-10%
Cc1ccc(S(=O)(=O)Nc2nc(CN3CCOCC3)nc3sc(C(=O)O)c(C)c23)cc1	.	.	0%	-1	?	-3%	.	2%	.
O=C(Nc1c(F)cc(F)cc1Br)c1cc(-c2ccc(O)cc2)on1	16	-7%	-8%	1	-20%	8%	-1.9	3%	-8%
CCCc1cc(Nc2ccccc2)n2ncnc2n1	-16	-2%	-2%	0	16%	-2%	0.3	-33%	-1%
CC1CN(C(=O)c2cc(S(=O)(=O)N3CCN(c4ccccc4)CC3)ccc2Cl)CC(C)O1 (stereo not given)	0	8%	0%	1	-19%	-2%	-1.0	-2%	-12%
CC1(c2ccccc2)CC(c2ccccc2)=Nc2nonc2N1 (stereo not given)	-1	-2%	-3%	0	0%	-4%	0.4	2%	-17%
Cc1ccccc1Sc1ncnc2onc(C)c12	5	3%	-11%	-4	93%[activator]	-15%	0.2	-11%	-21%
FC(F)Sc1ccc(NC(=S)NC2CCC(NC(=S)Nc3ccc(SC(F)F)cc3)CC2)cc1 (stereo not given)	7	-2%	1%	-4	?	-3%	1.7	-4%	24%
CCOc1ccc(NC(=O)COC(=O)C23CC4CC(CC(C4)C2)C3)c([N+](=O)[O-])c1	1	-8%	0%	-5	2%	-1%	0.5	4%	7%
CCc1cccc(C)c1NC(=O)C(c1ccc(O)cc1)N1CCC1=O (stereo not given)	3	3%	2%	-2	-1%	-5%	0.3	4%	-7%
Cc1nc(-c2ccc(O)c(O)c2)cs1	.	9%	-3%	28	7.1µM*	0%	.	-6%	-26%
CCc1ccc(NC(=O)CSc2nc3ncccc3[nH]2)cc1	.	-2%	-5%	-5&-2	?	0%	-0.6	-9%	-8%
CC(C)NCC(O)COCc1ccc(Cl)cc1 (stereo not given)	11	-25%	-2%	-9	-16%	-3%	0.6	-1%	5%
Cc1ccc(CNC(=O)c2cc3c(s2)-c2ccccc2SC3)cc1	.	1%	.	4	2%	.	1.3	.	-19%
O=C(O)c1cccnc1C(=O)N1CCc2c([nH]c3ccccc23)C1C(F)(F)F (stereo not given)	-16	10%	0%	-7	0%	-4%	-2.3	-11%	5%
O=C(NCc1cccnc1)c1ccc(Br)o1	-2	0%	1%	-5	-11%	-3%	0.0	7%	-21%
Cc1ccccc1Cn1c(=O)n(CC2CCC(C(=O)N3CCOCC3)CC2)c(=O)c2sccc21 (stereo not given)	.	-1%	0%	-13	-12%	-4%	0.4	-1%	28%
CC1(C)CC(=O)c2ccc(OCc3ccc([N+](=O)[O-])cc3)cc2O1	.	10%	-2%	9	-1%	3%	.	-2%	-9%
O=C(CCN1C(=O)c2ccccc2C1=O)NCc1ccc(F)cc1	-7	-4%	0%	-3	-10%	-3%	0.6	11%	11%
O=C(COC(=O)/C=C/c1ccccc1Cl)Nc1cccnc1Cl	.	-2%	7%	-3	376%[activator]	-5%	.	-3%	-25%
CCOC(=O)NC(=O)c1cn(CCN(C)C)c(=O)[nH]c1=O	-6	-1%	-6%	-8	-3%	-3%	1.9	0%	10%
Cc1cc(NC(=O)CSCC(=O)OCC(=O)c2cccc(Br)c2)no1	-14	-7%	-2%	-16	112%	-7%	0.3	-5%	-18%
CSCC[C@H](N)C(=O)N1CCC(C(=O)N[C@@H](Cc2c[nH]c3ccccc23)C(=O)O)CC1	3	7%	-1%	-4	0%	0%	-0.7	0%	15%
CC1=C(C)CC2(SC1)C(=O)N(c1ccccc1)N=C2N (stereo not given)	-6	3%	0%	-1	-9%	5%	0.5	-5%	-21%
(continued)
SMILES	D2 antagonist	ERG-DNA inh	Vif-A3G inh	LDHA block	ALOX12 inh	GRP78 ERSR act	D2 ag	Vif-A3F inh	RGS4 inh
COc1ccc(CNC(=O)C(=O)NC2CCC(C)CC2)cc1 (stereo not given)	12	5%	2%	-5	-1%	-2%	-0.7	8%	-25%
O=C(c1ccc(NS(=O)(=O)c2ccc3[nH]c(=O)[nH]c3c2)cc1)N1CCN(c2ccccc2)CC1	9	.	-7%	-5	1%	-2%	2.8	-6%	0%
COc1ccc(CSC2=C(C#N)C(=O)NC3(CCCCC3)S2)cc1	.	.	5%	-12	?	-1%	.	6%	.
O=C(COC(=O)C1CCN(S(=O)(=O)c2cccs2)CC1)Nc1ccccc1	-6	-3%	8%	-3	-3%	-4%	0.5	4%	-1%
COCCNC(=O)C1CCCN(C(=O)c2cc(-c3ccccc3)cs2)CC1 (stereo not given)	.	.	-1%	-3	3%	3%	.	.	.
Fc1cccc(Nc2nc(Cl)nc(Cl)n2)c1	21	7%	4%	2	?	-1%	0.6	-2%	-16%
COc1ccc(-c2csc(NC(=O)CS(=O)(=O)c3ccccc3)n2)cc1OC	.	.	-2%	-1	-2%	-2%	.	-2%	.
CCCCCCCCCCCCS[C@H]1CS(=O)(=O)C[C@@H]1O	-4	-11%	0%	1	?	0%	0.6	-1%	-10%
CC(C)(C)OC(=O)N/N=C/c1cccc([N+](=O)[O-])c1	.	3%	0%	-4	3%	-2%	.	-5%	26%
Cn1c(N)c(C(=O)COC(=O)c2cc(-c3ccco3)nc3ccccc23)c(=O)n(C)c1=O	23	4%	-10%	1	?	-6%	-0.7	0%	?
CCOC(=O)Cc1nnc(-c2ccccc2)o1	-13	-8%	0%	0	-2%[57.4 µM]	-2%	-0.2	1%	-8%
CCOC(=O)C1=C(C)N=c2s/c(=C\c3ccc(O)c([N+](=O)[O-])c3)c(=O)n2C1c1ccccc1OC (stereo not given)	-2	3%	3%	-8	?	-1%	0.2	14%	-7%[56.9 µM]
COc1cc(NC(=O)C2CC(c3cccc(OC)c3OC)=NO2)cc(OC)c1OC (stereo not given)	-24	6%	-19%	2	-10%	-5%	0.0	-3%	2%
O=C1CSC(c2cccc([N+](=O)[O-])c2)N1c1c(F)cccc1F (stereo not given)	-17	-1%	-16%	-5	5%	-6%	-1.2	10%	-2%
CC1CCCCC1NC(=O)c1ccc(-n2cncn2)c([N+](=O)[O-])c1 (stereo not given)	9	-9%	-2%	-2	-24%	-2%	-0.9	2%	-12%
CCCCc1nc2ccc(S(=O)(=O)O)cc2[nH]1	-9	-7%	2%	-6	5%	4%	0.5	7%	20%
CC1=C(C)C(c2ccccc2)NC(=S)N1 (stereo not given)	5	-4%	-2%	-6	?	-4%	0.9	0%	-19%
Cc1nn(CCC(=O)NNC(=S)NCC(C)C)c(C)c1Br	16	-15%	1%	0	5%	-1%	0.0	-4%	-9%
O=S(=O)(N1CCN(c2nc(-c3cccs3)nc3ccccc23)CC1)C(F)(F)F	.	.	2%	-4	.	-4%	.	.	35%
COC(=O)c1ccc(/C=C2\SC(=S)N(CCCC(=O)NCCCN3CCOCC3)C2=O)cc1	.	69%[activator]	-15%	7	?	-15%	.	-3%	-45%
CCSc1ncc(Cl)c(C(=O)Nc2c(C(=O)Nc3ccc(Cl)cc3)oc3ccccc23)n1	.	1%	.	-1	-18%	.	.	.	-11%
COc1cccc(NC(=O)C(=O)c2cn(CC(=O)N3CCOCC3)c3ccccc23)c1	-7	5%	-2%	-1	3%	3%	1.1	0%	-3%
Cc1ccc(N2CCN(c3ncnc4onc(-c5ccc(F)cc5)c34)CC2)c(C)c1	.	3%	-2%	-3	-9%	0%	0.8	4%	-18%
CCc1cccc(C)c1NC(=O)c1cc(=O)[nH]c2ccc(S(=O)(=O)N3CCOCC3)cc12	.	-13%	1%	-3	5%	-5%	.	-2%	9%
O=C(NCc1ccccn1)c1ccccc1OCc1ccc(Cl)cc1Cl	18	-9%	8%	-5	-6%	-4%	-0.1	-3%	0%
O=C(N/N=C/c1ccc(-c2cccc(C(F)(F)F)c2)o1)c1ccccc1O	8	9%	-1%	-1	-19%	0%	0.4	-12%	-15%
COCCN(C(=O)COC(=O)c1ccc(Cl)nc1)c1c(N)n(Cc2ccccc2)c(=O)[nH]c1=O	-15	-11%	3%	-7	-20%	-4%	0.1	5%	-1%
O=C(/C(=C(\[O-])c1ccccc1)[n+]1ccc2ccccc2c1)c1ccc(Cl)cc1	-10	2%	-8%	11	-14%	-1%	-0.2	?	-29%
COc1cccc(C(=O)OC2CCN(C)CC2)c1	0	-9%	-1%	1&-6	5%&-4%	-3%	-1.3	-7%	30%

From PubChem BioAssay

An excerpt; the hit share may differ from the screen's.
